Screens: PubChem, several laboratories
SKN-1 inh = blocks SKN-1 activity in C. elegans | inhibition, % at 21.8 µM | hit rate 0.49% among 360,000 | C. elegans VP596 Pgst-4::GFP/RFP ratio, acrylamide-induced, 24 h;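 active means interference check ratio from 0.5 to 1.5 plus GFP to RFP signal ratio inhibition reaching or exceeding a fixed threshold, cut at about 30% in these data, passing the limit was not always enough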; further: some compounds called inactive have numbers as strong as hits
Neddyl block = inhibitors of human cullin neddylation. P61081+Q13564. TR-FRET cullin neddylation, biochemical. calls only at 25 µM. hit rate 0.58% among 360,000; in the data active means inhibition above about 36%
PABP1 MLLE inh = inhibitors of microRNA-mediated deadenylation, human PABP1 MLLE binding | GST-MLLE / FITC-PAM2 fluorescence polarization | inhibition, % at 20 µM | hit rate 0.36% among 360,000; in the data active means inhibition above about 35%, passing the limit was not always enough;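 further: plate controls were DMSO wells with GST-MLLE for no effect and wells lacking GST-MLLE protein for full effect; some results filed as inactive read as strong as hits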
Rin1-Abl PPI inh = inhibitors of human Rin1-Abl protein interaction. AID 588664. P00519+Q13671. TR-FRET Rin1/Abl binding, biochemical. hit rate 0.4% among 360,000. inhibition, % at 7.35 µM; in the data active means inhibition above about 5%, passing the limit was not always enough
Target sequence (P00519 whole entry, looked up): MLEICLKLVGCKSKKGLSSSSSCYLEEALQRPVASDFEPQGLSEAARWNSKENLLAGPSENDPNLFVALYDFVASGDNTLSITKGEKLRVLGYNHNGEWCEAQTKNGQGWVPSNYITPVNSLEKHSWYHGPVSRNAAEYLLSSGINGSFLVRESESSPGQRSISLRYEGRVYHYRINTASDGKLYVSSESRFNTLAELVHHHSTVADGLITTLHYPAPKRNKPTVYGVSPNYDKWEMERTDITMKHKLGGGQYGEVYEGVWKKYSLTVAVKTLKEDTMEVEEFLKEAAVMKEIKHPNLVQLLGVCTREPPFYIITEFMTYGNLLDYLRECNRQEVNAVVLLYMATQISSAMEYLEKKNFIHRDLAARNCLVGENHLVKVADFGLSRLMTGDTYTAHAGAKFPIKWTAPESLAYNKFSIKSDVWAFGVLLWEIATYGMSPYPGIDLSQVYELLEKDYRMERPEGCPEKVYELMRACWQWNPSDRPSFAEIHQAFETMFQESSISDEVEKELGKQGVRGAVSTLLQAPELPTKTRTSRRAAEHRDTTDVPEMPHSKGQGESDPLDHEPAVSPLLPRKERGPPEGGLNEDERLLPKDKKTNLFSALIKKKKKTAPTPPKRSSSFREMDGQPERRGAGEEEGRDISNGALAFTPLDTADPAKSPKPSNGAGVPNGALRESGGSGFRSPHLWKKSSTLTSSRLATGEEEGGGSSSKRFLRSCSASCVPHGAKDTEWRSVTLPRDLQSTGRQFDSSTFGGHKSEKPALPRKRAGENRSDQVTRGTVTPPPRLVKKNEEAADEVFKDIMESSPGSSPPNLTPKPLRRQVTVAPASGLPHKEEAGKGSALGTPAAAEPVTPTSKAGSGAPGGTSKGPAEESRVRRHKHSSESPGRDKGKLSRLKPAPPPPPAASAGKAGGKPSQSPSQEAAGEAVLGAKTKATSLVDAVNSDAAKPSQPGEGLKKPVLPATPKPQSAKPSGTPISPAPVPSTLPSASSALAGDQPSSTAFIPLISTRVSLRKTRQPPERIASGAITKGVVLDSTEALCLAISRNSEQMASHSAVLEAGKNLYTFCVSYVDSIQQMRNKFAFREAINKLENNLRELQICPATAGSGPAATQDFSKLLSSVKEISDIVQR
Target sequence (Q13671 whole entry, looked up): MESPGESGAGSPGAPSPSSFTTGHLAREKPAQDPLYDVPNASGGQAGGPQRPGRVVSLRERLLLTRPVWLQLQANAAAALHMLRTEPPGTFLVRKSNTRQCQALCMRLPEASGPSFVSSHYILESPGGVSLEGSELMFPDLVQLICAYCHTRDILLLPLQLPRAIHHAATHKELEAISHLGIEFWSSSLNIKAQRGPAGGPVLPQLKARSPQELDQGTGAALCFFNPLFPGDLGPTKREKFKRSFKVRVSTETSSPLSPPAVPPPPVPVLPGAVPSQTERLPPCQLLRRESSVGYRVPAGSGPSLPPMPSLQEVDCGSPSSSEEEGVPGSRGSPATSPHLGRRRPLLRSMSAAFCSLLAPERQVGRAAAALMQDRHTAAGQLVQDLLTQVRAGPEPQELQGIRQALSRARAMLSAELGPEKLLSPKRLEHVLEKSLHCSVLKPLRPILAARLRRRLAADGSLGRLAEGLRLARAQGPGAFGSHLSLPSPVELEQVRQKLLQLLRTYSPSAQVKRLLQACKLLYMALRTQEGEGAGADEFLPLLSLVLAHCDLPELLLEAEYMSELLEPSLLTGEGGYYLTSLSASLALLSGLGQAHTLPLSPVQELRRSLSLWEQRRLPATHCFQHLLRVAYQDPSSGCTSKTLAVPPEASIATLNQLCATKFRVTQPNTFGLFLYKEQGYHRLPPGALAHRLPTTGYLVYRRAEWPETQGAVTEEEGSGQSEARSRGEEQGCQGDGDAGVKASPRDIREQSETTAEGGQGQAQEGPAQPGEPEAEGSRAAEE
MT1-MMP act inh = MT1-MMP (human) activation inhibition. P50281. HT1080 RFP-PRO-GFP cells, GFP/RFP ratio fluorescence, overnight; percent of plate control window, DMSO zero. GFP/RFP ratio change, % at 20 µM. hit rate 0.061% among 360,000;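 active means GFP/RFP ratio change of at least 30% with cell ATP level not reduced by more than half and red fluorescence within 50% of control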; further: strong numbers were not always called active
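Compound: 20 µM single dose, 1% DMSO / System: HT1080 RFP-PRO-GFP cells / Controls: DMSO and RFP-L50D-GFP cell wells / Read-out basis: GFP/RFP fluorescence ratio / Schedule: overnight compound exposure at 37 °C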
FAS TE block = inhibitors of human fatty acid synthase thioesterase domain. recombinant FAS-TE, OMFH fluorogenic substrate, fluorescence endpoint. hit rate 0.67% among 360,000. AID 602261. inhibition, % at 15 µM;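 active means compounds whose normalised, plate-corrected inhibition of enzyme fluorescence in the single-dose primary screen is 50% or more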;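 further: 0% = DMSO with enzyme and 100% = substrate without enzyme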
CSN deneddyl inh = CSN deneddylation inhibition | Q92905 | Purified CSN, SCF-Nedd8-OG deneddylation, fluorescence polarization | inhibition, % at 12.5 µM | hit rate 0.38% among 360,000 | AID 651999;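 active means pattern-corrected inhibition above about 35%, with an unprinted fluorescence ratio check between 0.5 and 1.5, limit read from the data, passing the limit was not always enough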;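 further: 0% = enzyme with substrate and 100% = substrate without enzyme; some results filed as inactive read as strong as hits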
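Test system: Human Csn5 produced in HEK293T cells | Compound: 12.5 µM single point | Times: 90 min, room temperature | Signal: Fluorescence polarization readout | Read-out basis: % inhibition of substrate cleavage by Csn5 | Controls: no-enzyme wells high, enzyme-with-substrate wells low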
NadD block = blocks S. aureus nicotinate mononucleotide adenylyltransferase; purified NadD enzyme, colorimetric absorbance read-out; inhibition, % at 20 µM; hit rate 0.78% among 360,000; in the data active means inhibition above about 26%; further: some compounds past the cut are filed as inactive
Rpn11 block = inhibitors of human proteasome Rpn11; calls only at 20 µM; AID 588493; hit rate 0.59% among 360,000; human 26S proteasome, Ub4-pepOG fluorescence polarization; 20S core pre-blocked with epoxomicin; O00487;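 active means inhibition at 20 µM, scaled to each plate's controls, above about 33%, limit read from the data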
An asterisk follows results filed as active; i = inactive; . = not tested or not shown.

SMILES | SKN-1 inh | Neddyl block | PABP1 MLLE inh | Rin1-Abl PPI inh | MT1-MMP act inh | FAS TE block | CSN deneddyl inh | NadD block | Rpn11 block
O=[N+]([O-])c1ccc(N=Nc2c(Cl)cc(O)cc2Cl)cc1 | 30 | i | 16 | -3 | 2 | 29 | -9 | -3 | i
CC(C)(C)c1nnc(NS(=O)(=O)c2ccc(F)cc2)s1 | 6 | i | 36 | 1 | 2 | -7 | 6 | 0 | i
Cn1cnnc1Sc1ccc(/C=C(\CCC(=O)O)c2nc3ccccc3s2)cc1[N+](=O)[O-] | -2 | i | 0 | 3 | -2 | 6 | -8 | 5 | i
O=C1C=CC(=O)N1c1ccccc1N1C(=O)C=CC1=O | 5 | i | 44* | 2 | 0 | -3 | -3 | 3 | i
O=C(C1=C[C@@H](C2CCCCC2)C[C@@H](OCCCCO)O1)N1CCN(Cc2ccc3c(c2)OCO3)CC1 | 0 | i | -12 | 1 | 2 | 15 | 4 | -5 | i
Nc1nonc1C(=O)NC(c1ccccc1)c1ccccc1 | 7 | i | -7 | -3 | -5 | 3 | -2 | -4 | i
c1ccc2cc(Cn3ccnc3)ccc2c1 | -13 | i | -3 | -3 | 4 | 0 | -3 | 0 | i
Cc1ccc(N(Cc2cc(=O)[nH]c3ccccc23)C(=O)C(C)C)cc1 | 1 | i | 4 | 0 | . | -7 | -2 | -3 | i
O=C(NNC(=O)c1cccc2ccccc12)c1ccc(Br)cc1 | 11 | i | -3 | 5 | 3 | -2 | 3 | 0 | i
COc1ccc(-c2cc(NC=O)c3ncc(-c4ccc(OC)c(OC)c4)n3c2)cc1OC | 22 | i | -39 | -6 | 1 | 7 | 6 | -7 | i
CCNC(=O)COC(=O)/C=C/c1c(C)nn(Cc2cccc(OC)c2)c1Cl | 5 | i | -8 | 1 | 4 | -2 | 0 | 0 | i
CCn1c2ccccc2c2cc([N+](=O)[O-])ccc21 | 25 | i | 3 | -1 | -6 | 17 | -9 | -6 | i
CCOc1ccc(CC2NCCc3cc(OCC)c(OCC)cc32)cc1OCC (centres undefined) | -10 | i | -25 | 1 | -5 | -4 | -4 | -2 | i
O=c1cc(Cl)[nH]c(=O)n1Cc1ccc(F)cc1 | 14 | i | 5 | -5 | -1 | -4 | 0 | 1 | i
CCCc1cc(=O)n2[nH]c(Cc3ccccc3)nc2n1 | 1 | i | -4 | -1 | 3 | -9 | 0 | -1 | i
CC12CCC(C(=O)Nc3cc(F)ccc3F)(CC1=O)C2(C)C (centres undefined) | -14 | i | 2 | 1 | -1 | 1 | -5 | -7 | i
COc1ccc(CN2CCn3ncc(C(=O)Nc4cc(C)cc(C)c4)c3C2=O)cc1 | -7 | . | 10 | -4 | 2 | 5 | 2 | -2 | i
CCOC(=O)C1=CCN(S(=O)(=O)c2ccc(C)cc2)C1c1cccc(C)c1 (centres undefined) | 13 | i | -3 | -3 | 0 | 13 | 2 | -8 | i
C=CCn1c(Cc2csc(N)n2)nnc1SCC(=O)OCC | -20 | i | 6 | 3 | -1 | -7 | -4 | -14 | i
COc1ccc(S(=O)(=O)N(C)c2ccc(C(=O)NCc3ccccn3)cc2)cc1OC | 12 | i | -5 | 2 | -3 | -1 | 6 | -2 | i
CN(C)Cc1c(O)ccc2occ(C(O)c3ccccc3)c12 (centres undefined) | 7 | i | -13 | 5 | 0 | -8 | -1 | -7 | i
Cc1sc(NC(=O)c2cccc([N+](=O)[O-])c2)c(C(N)=O)c1-c1ccc(C(C)(C)C)cc1 | 19 | i | -10 | 1 | -5 | 22 | 3 | 23 | i
CCC(C(=O)Nc1nc(C)cs1)c1ccccc1 (centres undefined) | -6 | i | 14 | 2 | -4 | -1 | 4 | -2 | i
CN1CCN(S(=O)(=O)c2cccc(C(=O)N(C)Cc3cccs3)c2)CC1 | -5 | i | 1 | -2 | 5 | -1 | 1 | 0 | i
CCOCCOC(=O)C1=C(C)N(C)C(=O)NC1c1cc(Cl)c(O)c(OC)c1 (centres undefined) | -19 | i | -4 | -1 | -2 | -7 | 2 | -3 | i

A portion taken from the entries so far, as a working copy:
SMILES | SKN-1 inh | Neddyl block | PABP1 MLLE inh | Rin1-Abl PPI inh | MT1-MMP act inh | FAS TE block | CSN deneddyl inh | NadD block | Rpn11 block
c1ccc2cc(Cn3ccnc3)ccc2c1 | -13 | i | -3 | -3 | 4 | 0 | -3 | 0 | i
Cc1ccc(N(Cc2cc(=O)[nH]c3ccccc23)C(=O)C(C)C)cc1 | 1 | i | 4 | 0 | . | -7 | -2 | -3 | i
O=C(NNC(=O)c1cccc2ccccc12)c1ccc(Br)cc1 | 11 | i | -3 | 5 | 3 | -2 | 3 | 0 | i
COc1ccc(-c2cc(NC=O)c3ncc(-c4ccc(OC)c(OC)c4)n3c2)cc1OC | 22 | i | -39 | -6 | 1 | 7 | 6 | -7 | i
CCNC(=O)COC(=O)/C=C/c1c(C)nn(Cc2cccc(OC)c2)c1Cl | 5 | i | -8 | 1 | 4 | -2 | 0 | 0 | i
CCn1c2ccccc2c2cc([N+](=O)[O-])ccc21 | 25 | i | 3 | -1 | -6 | 17 | -9 | -6 | i

Next part:
SMILES | SKN-1 inh | Neddyl block | PABP1 MLLE inh | Rin1-Abl PPI inh | MT1-MMP act inh | FAS TE block | CSN deneddyl inh | NadD block | Rpn11 block
CC(C)(C)n1nc2c(c1NC(=O)CCCc1ccccc1)CS(=O)C2 (centres undefined) | -15 | i | 6 | -2 | -1 | -12 | -1 | 0 | i
Cc1nn(Cc2ccccc2)c(Cl)c1C(=O)NC(C)(C)C | 4 | i | 4 | 0 | 7 | -8 | 6 | 4 | i
CC(C)(CNC(=O)Cc1ccc(Cl)cc1Cl)N1CCCCC1 | 7 | i | -9 | 1 | -1 | -2 | -6 | -3 | i
CCOc1ccc(S(=O)(=O)N2CCN=C2c2ccccc2)c(C)c1C | -23 | i | -10 | 1 | 1 | -2 | 1 | -7 | i
Cc1ccc(NS(=O)(=O)c2ccc3c(c2)CC(=O)N3)c(C)c1 | 40 | i | -7 | 2 | 3 | -6 | 1 | 0 | i
CN(C(=O)CSc1nnc(-c2ccco2)n1C)C1CCCCC1 | 16 | i | 7 | 0 | 6 | -2 | 1 | -6 | i
C[C@@]12C(=O)N(c3ccc(F)cc3)C(=O)N1[C@@H]1c3ccccc3OC[C@@H]1[C@H]2c1ccccc1 | -5 | i | 14 | -1 | 1 | 25 | -7 | 0 | i
O=C(Nc1nnc(CCN2CCCCC2)s1)C1CCCCC1 | 21 | i | -12 | -3 | -2 | -5 | -8 | 1 | i
COC(=O)C1=C(C)N(C(C)c2ccccc2)C(=O)C1 (centres undefined) | 8 | i | 2 | -1 | -3 | -9 | 4 | -2 | i
O=C1NC(=O)C(CC(=O)N(Cc2ccco2)C2(C(=O)NC3CCCC3)CCCCC2)N1 (centres undefined) | -10 | i | 14 | -1 | 5 | -3 | 1 | -9 | i
COc1ccc2cc1Oc1ccc(cc1)C[C@H]1c3cc(c(OC)cc3CCN1C)Oc1c(OC)c(OC)cc3c1[C@H](C2)N(C)CC3 | 9 | i | 1 | 1 | -6 | 4 | -1 | 4 | i
Cc1cccc(C(=O)Nc2cc(S(=O)(=O)N3CCOCC3)ccc2N2CCCC2)c1 | 19 | i | 6 | 3 | -6 | -3 | -6 | 1 | i
CCCCC(NC(=O)Cc1c(C)c2cc3c(-c4ccccc4)coc3c(C)c2oc1=O)C(=O)O (centres undefined) | -1 | i | 10 | -1 | 11 | 10 | 5 | 16 | i
COc1cc(C(C)=NNC(=O)c2ccncc2)ccc1O | 3 | i | -9 | 2 | 0 | -9 | 3 | -2 | i
O=C(CSc1nnc(-c2cccs2)n1-c1ccccc1)N1CCCC1 | 8 | i | -22 | 3 | 2 | -5 | 2 | -3 | i
CC(=O)Nc1ccccc1OCC(=O)N(Cc1ccccc1)C(C)C | 0 | i | 13 | -3 | 5 | -4 | -14 | 4 | i
CCN1C(=O)/C(=C\c2cccn2-c2ccc([N+](=O)[O-])cc2)N(CC)C1=S | -8 | i | 12 | -2 | 1 | -4 | -7 | 1 | i
CCCOc1ccc(F)cc1-c1cc(C(=O)NCc2ccccc2)[nH]n1 | 9 | i | 7 | 1 | -4 | 22 | 0 | 1 | i
COc1cccc(N2C(N)=NC(N)=NC2(C)C)c1 | 14 | i | -2 | 1 | 1 | -9 | 2 | -4 | i
COc1ccc(-c2c3c(=O)n(C)c(=O)n(C)c3cn2N2CCOCC2)cc1 | -27 | i | 19 | 1 | 2 | -8 | 1 | 7 | i
CCCCN(C(=O)c1cc(-c2ccco2)nc2ccccc12)c1c(N)n(CCCC)c(=O)[nH]c1=O | -1 | i | 12 | 1 | -2 | -12 | 6 | 7 | i
COc1cc(NC(=O)C2CCCN2C(=O)OCc2ccccc2)cc(OC)c1 (centres undefined) | -6 | i | 0 | -1 | -1 | -2 | 0 | -2 | i
Cc1cc(-c2ccccc2)n2nc(C)c(C#N)c2n1 | -25 | . | 3 | -3 | 3 | 1 | 1 | -2 | i
CC(=O)N1CCOc2ccc(S(=O)(=O)N3CCN(c4cccc(C(F)(F)F)c4)CC3)cc21 | 10 | i | 2 | 3 | 7 | 25 | 2 | 1 | i
CCC(C)[C@H]1CNC(=S)N1CCc1cc(C(F)(F)F)cc(C(F)(F)F)c1 (some centres undefined) | 1 | i | -19 | 4 | 8 | -23 | -3 | 4 | i
CCOc1ccc(-n2c(-c3ccco3)n[nH]c2=S)cc1 | 22 | i | -1 | -2 | -1 | -5 | 2 | 5 | i
N=c1c(S(=O)(=O)c2ccc(Cl)cc2)cc2c(=O)n3ccccc3nc2n1C1CCCC1 | -13 | i | 27 | 2 | -3 | 65* | 2 | 25 | i
COc1ccc(NC(=O)C2(C)Cc3c(-c4cccc(NC(C)=O)c4)ccnc3O2)cc1OC (centres undefined) | 5 | i | -6 | 0 | -1 | -3 | -2 | -1 | i
CC(OC(=O)c1ccc(NS(=O)(=O)c2cccs2)cc1)C(=O)N(C)C1CCCCC1 (centres undefined) | -2 | i | -2 | 0 | -1 | -5 | 1 | -4 | i
CCC(C)C(NC(=O)OC(C)(C)C)C(=O)NC(Cc1ccccc1)C(=O)OC (centres undefined) | -7 | i | 11 | -2 | 7 | -6 | 0 | 1 | i

Record cards, as listed above. Order of screens: SKN-1 inh, Neddyl block, PABP1 MLLE inh, Rin1-Abl PPI inh, MT1-MMP act inh, FAS TE block, CSN deneddyl inh, NadD block, Rpn11 block
CCOc1ccc(-n2c(-c3ccco3)n[nH]c2=S)cc1 reads 22, i, -1, -2, -1, -5, 2, 5, i
COc1cc(C(C)=NNC(=O)c2ccncc2)ccc1O reads 3, i, -9, 2, 0, -9, 3, -2, i
O=C(Nc1nnc(CCN2CCCCC2)s1)C1CCCCC1 reads 21, i, -12, -3, -2, -5, -8, 1, i
COc1cc(NC(=O)C2CCCN2C(=O)OCc2ccccc2)cc(OC)c1 (centres undefined) reads -6, i, 0, -1, -1, -2, 0, -2, i
